Nrf2 ARE act – qHTS of Nrf2 Activators. AREc32 ARE-luciferase reporter (MCF7-derived line), luminescence, 24 h. Potency, µM (series often up to 46.1 µM), without a hit: at the top dose activation, usual class: activators. actives 0.31% (n = 410,000). AID 624171, 2012; also: potency is read from the fitted curve at half-maximal effect; % of control where 0% means no effect; nearly all actives have a fitted effect of over 65% in size
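Reporter line AREc32 (ARE-Fluc), seeded overnight in OPTI-MEM with 5% FBS; compound pin-transferred, 24 hr at 37 deg C, 5% CO2; luminescent read-out.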
A549 tox – Nrf2 qHTS screen for inhibitors: counterscreen for cytotoxicity; A549 ARE-Fluc cells, CellTiter-Fluor viability, 18-24 h; Potency, µM (top dose mostly 46 µM), for the others: top-dose activity change, negative = cytotoxicity, actives largely listed as inhibitors; actives 0.16% (n = 390,000); AID 504648, 2011; also: potency is read from the fitted curve at half-maximal effect; % is scaled to controls: 0 for no effect and ±100 for the full control effect
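A549 ARE-Fluc cells in 5% FBS OPTI-MEM, 5000 cells/well, rested 2 h then exposed to compounds in concentration-response for 18-24 h at 37 °C. Viability by CellTiter-Fluor fluorescence (Ex 405/Em 525) after 30 min; luciferase luminescence (BugLite, 15 min, RT) read afterwards.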
CCT chaperon mod – High-Throughput Screening for Modulators of Cytosolic Chaperonin Activity. actives 0.3% (n = 360,000). activity change, % (no concentration beside the values), hits read low. purified chaperonin ATPase assay, HTRF ADP detection, 30 min; in the data active = activity change below about -30%; also: % is scaled to controls: 0 for no effect and ±100 for the full control effect
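We incubate TRiC, 40 or 20 nM final, with library compounds at 76 uM and 10 uM ATP for 30 min at 37 °C. ADP formed is detected with Transcreener HTRF reagents after 30 min at room temperature.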
TGFb inhibitor – qHTS for Inhibitors of TGF-b | Potency, µM (doses to about 46.1 µM), without a hit: top-dose activity, negative = inhibition, most hits filed as inhibitors | HepG2 CAGA-GFP TGF-b/SMAD3 reporter, GFP fluorescence, 18 h; TGF-beta stimulated, 500 pg/mL final | actives 1.2% (n = 410,000) | AID 588855, 2011; also: potency is read from the fitted curve at half-maximal effect; % is scaled to controls: 0 for no effect and ±100 for the full control effect; nearly all actives have a fitted effect of over 65% in size
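Cell-based qHTS in HEPG2 carrying a CAGA-GFP Smad reporter; compounds added before 500 pg/mL final TGF-beta, 18 h incubation at 37 degrees C, GFP fluorescence quantified per cell by imaging cytometry.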
MmCpn inh – Inhibitors of TCP-1 ring complex (TRiC) of Methanococcus maripaludis (MmCpn): qHTS. purified Mm-Cpn ATPase, ADP Transcreener TR-FRET. Potency, µM (series often up to 76.9 µM), without a hit: at the top dose activity, negative = inhibition, hits mostly inhibitors. actives 0.031% (n = 330,000); also: potency is read from the fitted curve at half-maximal effect; % is scaled to controls: 0 for no effect and ±100 for the full control effect; nearly all actives have a fitted effect of over 80% in size
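Compound-treated chaperonin, 25 nM final, turns over 10 uM ATP at 37°C for 30 min following a 10 min preincubation; ADP generated competes with ADP-d2 for Eu-cryptate antibody, lowering FRET.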
Nrf2 block – Nrf2 qHTS screen for inhibitors; AID 504444, 2011; Potency, µM (series often up to 46 µM), for inactives: at the top dose activity change, negative = inhibition, actives largely listed as inhibitors; A549 ARE-Fluc reporter, luciferase luminescence, 18-24 h; actives 2.1% (n = 360,000); also: potency is read from the fitted curve at half-maximal effect; % is scaled to controls: 0 for no effect and ±100 for the full control effect; nearly all actives have a fitted effect of over 60% in size
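In this cell-based qHTS, ARE-driven firefly luciferase in A549 cells reports Nrf2 activity; the luminescent signal after BugLite lysis is the measured value, with a prior CellTiter-Fluor read for cell health.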
pAkt inh – HTS Assay for Inhibitors of Akt Phophorylation: Primary Screen | Neuro2A IGF-stimulated pAkt S473 HTRF, 20 min; stronger effect = lower value | activity change, % for hits at 50 µM | actives 0.32% (n = 360,000); in the data active = activity change below about -80%; inconclusive = mostly about -51% to -80%; also: % is scaled to controls: 0 for no effect and ±100 for the full control effect
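Neuro2A cells in DMEM with 0.5% FBS, overnight at 37 deg C, given compound at single 50 µM final, then IGF (6 nM final) for 20 min at 37 deg C. Lysed; phospho-Akt Ser473 by HTRF after 24 h, 665/615 ratio.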
EPAC2 antagonist – qHTS for Antagonist of cAMP-regulated guanine nucleotide exchange factor 2 (EPAC2): primary screen; Rap guanine nucleotide exchange factor 4 (Homo sapiens), Q8WZA2; EPAC2 GEF exchange of Rap1B-BODIPY-GDP, fluorescence; Potency, µM (top dose mostly 114 µM), for the others: at the highest dose activity, negative = inhibition, most hits filed as inhibitors; actives 0.18% (n = 360,000); AID 720708, 2013; also: potency is read from the fitted curve at half-maximal effect; % is scaled to controls: 0 for no effect and ±100 for the full control effect; nearly all actives have a fitted effect of over 45% in size; many of its hits are not listed in these tables
Target sequence (Q8WZA2 whole entry, looked up): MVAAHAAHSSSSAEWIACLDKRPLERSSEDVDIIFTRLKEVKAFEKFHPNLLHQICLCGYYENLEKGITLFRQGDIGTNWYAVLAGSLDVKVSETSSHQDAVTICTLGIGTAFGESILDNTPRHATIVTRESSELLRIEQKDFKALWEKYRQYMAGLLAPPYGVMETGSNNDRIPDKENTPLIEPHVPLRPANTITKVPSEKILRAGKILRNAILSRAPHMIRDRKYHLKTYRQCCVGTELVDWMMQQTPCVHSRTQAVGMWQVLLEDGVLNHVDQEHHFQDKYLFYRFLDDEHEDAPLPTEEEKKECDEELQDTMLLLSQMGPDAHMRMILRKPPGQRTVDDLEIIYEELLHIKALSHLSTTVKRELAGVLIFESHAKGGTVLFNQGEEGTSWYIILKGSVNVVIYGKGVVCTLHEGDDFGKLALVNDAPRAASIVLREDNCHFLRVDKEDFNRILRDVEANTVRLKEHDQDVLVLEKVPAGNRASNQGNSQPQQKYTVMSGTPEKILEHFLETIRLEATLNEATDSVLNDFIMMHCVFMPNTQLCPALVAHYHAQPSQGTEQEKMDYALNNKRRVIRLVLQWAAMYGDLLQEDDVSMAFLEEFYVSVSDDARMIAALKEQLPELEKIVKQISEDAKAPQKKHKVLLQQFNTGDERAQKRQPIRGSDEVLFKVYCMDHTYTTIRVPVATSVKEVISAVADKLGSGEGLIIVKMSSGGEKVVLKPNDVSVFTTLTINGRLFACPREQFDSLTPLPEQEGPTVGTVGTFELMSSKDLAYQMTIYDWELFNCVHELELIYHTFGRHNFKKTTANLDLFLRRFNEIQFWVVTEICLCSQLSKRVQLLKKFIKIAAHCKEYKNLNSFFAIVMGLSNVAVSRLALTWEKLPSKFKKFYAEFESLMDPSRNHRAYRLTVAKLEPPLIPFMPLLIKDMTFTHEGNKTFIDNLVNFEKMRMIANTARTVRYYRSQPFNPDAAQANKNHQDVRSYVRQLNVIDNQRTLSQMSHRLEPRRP
EPAC2 agonist – qHTS for Agonist of cAMP-regulated guanine nucleotide exchange factor 4 (EPAC2): primary screen; EPAC2 activation, biochemical qHTS; response scale: 100% = 6.5 mM cAMP response; Potency, µM (titrated, usually from 154 µM), without a hit: at the top dose activation, hits mostly activators; actives 0.079% (n = 360,000); also: potency is read from the fitted curve at half-maximal effect; nearly all actives have a fitted effect of over 50% in size
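Compounds were added across a concentration range to EPAC2 (100 nM), RAP1B-BODIPY-GDP (250 nM) and GDP (50 uM). After 5 min at room temperature, fluorescence was recorded at 5-min intervals for 30 min.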
* = called active by the depositor; [ ] = another dose, or the depositor's remark. Unless noted, calls follow the shape of the dose curve; as a rule, active = well fitted curve in the direction sought with a large enough effect; inconclusive = small, poorly fitted or top-dose-only effect, or another doubt; inactive = no such curve, though single readings can be large; an effect the other way counts as inactive or inconclusive. An excerpt, so the mix of outcomes need not match the whole.

`COc1ccc(C2(C)NC(=O)N(CC(=O)Nc3ccc4ccccc4c3)C2=O)cc1OC` (stereo not given) gave Nrf2 ARE act 3.7%, A549 tox -3%, CCT chaperon mod 1.0, TGFb inhibitor 1%, MmCpn inh -1%, Nrf2 block -5%, pAkt inh inactive, EPAC2 antagonist -6% and EPAC2 agonist 2%.
Screening COC(=O)c1sc(N2C(=O)C(O)=C(C(=O)c3ccc(C)o3)C2c2cccs2)nc1C (stereo not given) returned Nrf2 ARE act 28%, A549 tox inconclusive, CCT chaperon mod -4.6, TGFb inhibitor -12%, MmCpn inh inconclusive, Nrf2 block 21µM*, pAkt inh inactive, EPAC2 antagonist -14% and EPAC2 agonist -6%.
`O=[N+]([O-])c1ccc2c(c1)C(N1CCOCC1)/C(=C/C1(O)CCCCC1)O2` (stereo not given) gave Nrf2 ARE act 3.7%, A549 tox 0%, CCT chaperon mod -2.8, TGFb inhibitor 8%, MmCpn inh 0%, Nrf2 block 12%, pAkt inh inactive, EPAC2 antagonist 6% and EPAC2 agonist -4%.
Screening COc1ccc(Cn2nnnc2C(c2ccc(C)cc2)N2CCN(C3CCCC3)CC2)cc1 (stereo not given) returned Nrf2 ARE act 0.6%, A549 tox -10%, CCT chaperon mod 0.3, TGFb inhibitor 14%, MmCpn inh 0%, pAkt inh inactive, EPAC2 antagonist 10% and EPAC2 agonist 1%.
`C=CCSc1nnc2c(n1)OC(c1ccco1)Nc1ccccc1-2` (stereo not given) gave Nrf2 ARE act 7.8%, A549 tox -3%, CCT chaperon mod -2.4, TGFb inhibitor -19%, MmCpn inh -1%, Nrf2 block 14%, pAkt inh inactive, EPAC2 antagonist 14% and EPAC2 agonist -3%.
For CCCCN(C)Cc1c(C)[nH]c2ccc(OCC)cc2c1=O the results were Nrf2 ARE act 1.9%, A549 tox 4%, CCT chaperon mod 0.4, TGFb inhibitor 9%, MmCpn inh 2%, Nrf2 block 14%, pAkt inh inactive, EPAC2 antagonist -30% and EPAC2 agonist 16%.
For O=C(NNC1CC(=O)N(c2ccc(Cl)cc2)C1=O)c1ccco1 (stereo not given) the results were Nrf2 ARE act 17%, A549 tox -1%, CCT chaperon mod -2.3, TGFb inhibitor 18%, MmCpn inh -2%, Nrf2 block -4%, pAkt inh inactive, EPAC2 antagonist 3% and EPAC2 agonist 0%.
For Cn1c(=O)n(C)c2cc(N3CCCCC3)c(NC(=O)c3ccc(C(C)(C)C)cc3)cc21 the results were Nrf2 ARE act 0.4%, A549 tox 1%, TGFb inhibitor 0% and Nrf2 block 2%.
`CCC(C)N1CC(C(=O)O)CC1=O` (stereo not given) gave Nrf2 ARE act 0.3%, A549 tox 0%, CCT chaperon mod 0.2, TGFb inhibitor -1%, MmCpn inh -22%, Nrf2 block 8%, pAkt inh inactive, EPAC2 antagonist 5% and EPAC2 agonist 8%.
Cc1ccccc1CN1C(=O)C(C)Sc2ccc(-c3ccco3)cc21 (stereo not given) was read as Nrf2 ARE act 9.6%, CCT chaperon mod -1.8, TGFb inhibitor -1%, pAkt inh inactive, EPAC2 antagonist inconclusive and EPAC2 agonist 11%.
`COc1ccccc1N1CCN(C(CNS(=O)(=O)c2cc(F)ccc2F)c2cccnc2)CC1` (stereo not given) gave Nrf2 ARE act 0.1%, A549 tox 0%, CCT chaperon mod -1.3, TGFb inhibitor 2%, MmCpn inh -8%, Nrf2 block -20%, pAkt inh inactive, EPAC2 antagonist -1% and EPAC2 agonist 9%.
For CCCCCn1c(CCCNC(=O)c2cccc(C)c2)nc2ccccc21 the results were Nrf2 ARE act -4.6%, A549 tox inconclusive, TGFb inhibitor inconclusive and Nrf2 block inconclusive.
For Cc1ccccc1OCCC(=O)OCC(=O)NC1CCS(=O)(=O)C1 (stereo not given) the results were Nrf2 ARE act 0.0%, A549 tox -5%, CCT chaperon mod 0.4, TGFb inhibitor -28%, MmCpn inh 3%, Nrf2 block 15%, pAkt inh inactive, EPAC2 antagonist -2% and EPAC2 agonist -5%.
Screening Cc1ccc(F)cc1NC(=O)CCSc1nc(-c2ccco2)cc(C(F)(F)F)n1 returned Nrf2 ARE act 0.2%, A549 tox -8%, TGFb inhibitor -13% and Nrf2 block -13%.
For CC(=O)Nc1ccc(C(=O)N2CCCC(c3cc(C(=O)NCc4cccnc4)no3)C2)cc1 (stereo not given) the results were Nrf2 ARE act 0.0%, CCT chaperon mod -0.5, TGFb inhibitor 10%, pAkt inh inactive, EPAC2 antagonist 0% and EPAC2 agonist 12%.

Random excerpt: 2 compounds from above, in no set order.
Screening Cc1ccc(F)cc1NC(=O)CCSc1nc(-c2ccco2)cc(C(F)(F)F)n1 returned Nrf2 ARE act 0.2%, A549 tox -8%, TGFb inhibitor -13% and Nrf2 block -13%.
Cc1ccccc1CN1C(=O)C(C)Sc2ccc(-c3ccco3)cc21 (stereo not given) was read as Nrf2 ARE act 9.6%, CCT chaperon mod -1.8, TGFb inhibitor -1%, pAkt inh inactive, EPAC2 antagonist inconclusive and EPAC2 agonist 11%.

(cont.)
`Cc1cccc(N(Cc2cc3cc(C)ccc3[nH]c2=O)C(=O)c2cccs2)c1` gave Nrf2 ARE act -0.6%, A549 tox 8%, CCT chaperon mod 0.9, TGFb inhibitor 0%, MmCpn inh 0%, Nrf2 block 16%, pAkt inh inactive, EPAC2 antagonist 1% and EPAC2 agonist 22%.
Cc1ccccc1NS(=O)(=O)c1cccc(-c2nnc(-c3ccccc3)o2)c1 was read as Nrf2 ARE act 0.4%, A549 tox 2%, CCT chaperon mod -1.6, TGFb inhibitor inconclusive, MmCpn inh 0%, Nrf2 block inconclusive, EPAC2 antagonist -1% and EPAC2 agonist 17%.
`CCN(CC)S(=O)(=O)c1ccc(NC(=O)CN(c2ccc(OC)cc2OC)S(C)(=O)=O)cc1` gave Nrf2 ARE act -0.4%, A549 tox 3%, CCT chaperon mod -2.0, TGFb inhibitor -5%, MmCpn inh 2%, Nrf2 block 4%, pAkt inh inactive, EPAC2 antagonist -1% and EPAC2 agonist 1%.
COc1ccc(S(=O)(=O)NNC(=O)Nc2ccc(F)cc2F)c(OC)c1 was read as Nrf2 ARE act 2.7%, A549 tox 1%, CCT chaperon mod -2.3, TGFb inhibitor 9%, MmCpn inh 0%, Nrf2 block -1%, pAkt inh inactive, EPAC2 antagonist -3% and EPAC2 agonist 29%.
Screening O=C(CN1C(=O)c2ccccc2S1(=O)=O)Nc1ccc(S(=O)(=O)N2CCCCCC2)cc1 returned Nrf2 ARE act 0.2%, A549 tox 1%, CCT chaperon mod -0.4, TGFb inhibitor 2%, MmCpn inh 2%, Nrf2 block 17%, pAkt inh inactive, EPAC2 antagonist -2% and EPAC2 agonist 0%.
Screening O=C(Oc1ccc2c(-c3ccccc3)cc(=O)oc2c1)C1CCCCC1 returned Nrf2 ARE act 2.4%, A549 tox 6%, CCT chaperon mod -0.1, TGFb inhibitor 5%, MmCpn inh 0%, pAkt inh inactive, EPAC2 antagonist -14% and EPAC2 agonist -2%.
For CCCCC1(C2CCCC2)NC(=O)NC1=O (stereo not given) the results were Nrf2 ARE act 2.0%, A549 tox 2%, CCT chaperon mod -0.1, TGFb inhibitor 0%, Nrf2 block 19%, pAkt inh inactive, EPAC2 antagonist 5% and EPAC2 agonist 3%.
`CCc1c(C(=O)c2ccc(Cl)cc2)oc2c(C)c3oc(=O)cc(C)c3cc12` gave Nrf2 ARE act 4.0%, A549 tox -8%, CCT chaperon mod -0.3, TGFb inhibitor 3%, MmCpn inh 1%, Nrf2 block -6%, pAkt inh inactive, EPAC2 antagonist 7% and EPAC2 agonist 5%.
Screening CN1C/C(=C/c2ccncc2)C(=O)/C(=C/c2ccncc2)C1 returned Nrf2 ARE act 20%, A549 tox 2%, CCT chaperon mod 2.0, TGFb inhibitor 1%, MmCpn inh -4%, Nrf2 block 31%, pAkt inh inactive, EPAC2 antagonist 10% and EPAC2 agonist 5%.
`COc1cc(CN2CCC(n3nccc3NC(=O)c3ccccc3OC)CC2)ccc1F` gave Nrf2 ARE act 2.6%, A549 tox -1%, CCT chaperon mod 1.8, TGFb inhibitor -11%, MmCpn inh 3%, Nrf2 block 3%, pAkt inh inactive, EPAC2 antagonist -17% and EPAC2 agonist -5%.
CCCCNC(=O)CNC(=O)c1nn(-c2ccc(OC)c(OC)c2)c(=O)c2ccccc12 was read as Nrf2 ARE act -2.5%, CCT chaperon mod 1.0, TGFb inhibitor 6%, pAkt inh inactive, EPAC2 antagonist -1% and EPAC2 agonist -6%.
For O=C(Cc1cccs1)N1CCN(c2ccc(F)cc2)CC1 the results were Nrf2 ARE act -0.5%, A549 tox 2%, CCT chaperon mod -3.8, TGFb inhibitor 12%, MmCpn inh 0%, Nrf2 block 0%, EPAC2 antagonist -11% and EPAC2 agonist -83%[inhibitor][15.6 µM].
Screening CC(C)CCNC(=O)c1cc2c(=O)n3ccccc3nc2s1 returned Nrf2 ARE act 0.0%, A549 tox inconclusive, CCT chaperon mod 0.5, TGFb inhibitor 4%, MmCpn inh -5%, Nrf2 block inconclusive, pAkt inh inactive, EPAC2 antagonist -17% and EPAC2 agonist -1%.
`O=C(NCCc1ccc(Cl)cc1)c1ccc(Nc2nc3ccccc3n3nnnc23)cc1` gave Nrf2 ARE act -0.6%, A549 tox -4%, TGFb inhibitor 1% and Nrf2 block -21%.
